Screens: PubChem, several laboratories
NPY-Y2 PAM-ag = NPY-Y2 potentiators or agonists, primary screen, cell-based; Neuropeptide Y receptor type 2 (Homo sapiens), P49146; cells expressing NPY-Y2, potentiator/agonist read-out; activation, % at 3.6 µM; actives 0.45% (n = 220,000); AID 1359, 2008; in the data active means activation above about 27%;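 further: cells stimulated with NPY near EC25 plus isoproterenol at EC100; 0% = vehicle plus submaximal agonist and 100% = vehicle plus saturating agonist; some results beyond the cut were filed as inactive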
Target sequence (P49146 whole entry, looked up): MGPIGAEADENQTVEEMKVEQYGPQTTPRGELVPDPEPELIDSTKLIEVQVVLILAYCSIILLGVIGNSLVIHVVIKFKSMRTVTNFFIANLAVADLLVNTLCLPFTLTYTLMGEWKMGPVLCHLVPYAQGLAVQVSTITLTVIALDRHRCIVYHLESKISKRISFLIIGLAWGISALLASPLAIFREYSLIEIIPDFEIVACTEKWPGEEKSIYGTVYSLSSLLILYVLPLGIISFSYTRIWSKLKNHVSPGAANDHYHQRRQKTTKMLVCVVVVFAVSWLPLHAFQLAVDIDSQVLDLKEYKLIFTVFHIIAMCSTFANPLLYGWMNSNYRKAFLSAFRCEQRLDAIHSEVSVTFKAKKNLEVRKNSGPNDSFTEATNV
S1P4 ag = S1P4 receptor agonists, primary screen, cell-based; Sphingosine 1-phosphate receptor 4 (Homo sapiens), O95977; S1P4-expressing cell line, agonist reporter assay; activation, % at 4.98 µM; actives 0.35% (n = 220,000); in the data active means activation above about 11%;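 further: 0% = DMSO vehicle and 100% = reference agonist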
Target sequence (O95977 whole entry, looked up): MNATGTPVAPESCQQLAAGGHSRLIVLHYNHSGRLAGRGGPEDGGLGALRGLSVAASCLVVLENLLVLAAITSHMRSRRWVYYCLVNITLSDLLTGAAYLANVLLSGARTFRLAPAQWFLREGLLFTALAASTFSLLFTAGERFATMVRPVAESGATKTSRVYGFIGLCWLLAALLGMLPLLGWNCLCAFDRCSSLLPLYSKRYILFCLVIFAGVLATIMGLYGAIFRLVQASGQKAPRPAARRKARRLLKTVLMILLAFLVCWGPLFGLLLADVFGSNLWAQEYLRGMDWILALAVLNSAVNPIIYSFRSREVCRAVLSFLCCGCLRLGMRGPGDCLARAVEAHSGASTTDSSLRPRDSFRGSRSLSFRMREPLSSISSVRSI
NPY Y1 blocker = NPY-Y1 receptor antagonists, primary screen, cell-based | inhibition, % at 3.6 µM | HEK293-CNG Y1 cells, membrane potential fluorescence; NPY at EC95, then isoproterenol | AID 1040, 2008 | actives 1% (n = 200,000) | Neuropeptide Y receptor type 1 (Homo sapiens), P25929;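 active means inhibition above the campaign mean inhibition of all tested compounds plus 3 SD, cut at about 20% in these data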;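 further: 0% = DMSO wells given NPY plus isoproterenol and 100% = isoproterenol alone without NPY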
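Material: HEK293 cells with Y1 receptor plus CNG channel; times: compound incubation 1 h at room temperature, readout 45 min post-stimulation; signal: fluorescence, membrane potential probe; read-out basis: fluorescence ratio normalized to % inhibition between controls; benchmarks: full-block control isoproterenol-only wells, zero-block control NPY plus isoproterenol wells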
CHOP inhibitor = inhibitors of CHOP promoter induction, primary screen, cell-based, unfolded protein response, luciferase reporter. CHO-K1 CHOP-promoter luciferase, tunicamycin-induced, 15-18 h. inhibition, % at 10 µM. actives 3.8% (n = 220,000). AID 2732, 2010;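 active means compounds that reduced the stress-induced luciferase reporter signal by more than about 70% of percent inhibition, limit read from the data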;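 further: 0% = tunicamycin plus vehicle and 100% = wells without tunicamycin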
NPY-Y1 PAM-ag = NPY-Y1 receptor potentiators or agonists, primary screen, cell-based | AID 1304, 2008 | activation, % at 3.6 µM | Neuropeptide Y receptor type 1 (Homo sapiens), P25929 | actives 0.37% (n = 220,000) | NPY-Y1 expressing cells, potentiator/agonist activation; in the data active means activation above about 33%, passing the limit was not always enough;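 further: cells stimulated with NPY at EC10 then isoproterenol at EC100; 0% = low agonist plus stimulus and 100% = saturating agonist plus stimulus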
TRPML3 ag = human TRPML3 channel agonists, primary screen, cell-based, HEK293 TRPML3-YFP, Fluo-8 calcium fluorescence, 3 µM; 100% = the carbachol control signal; activation, % at 3 µM; actives 0.29% (n = 220,000); AID 1448, 2008;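 active means activation above its plate's cutoff, the mean activation of the plate's test wells plus 3 SD, cut at about 12% in these data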;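 further: 0% = DMSO only wells and 100% = carbachol wells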
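system = HEK293 cells stably carrying human TRPML3-YFP | doses = one concentration, 3 µM nominal, 0.3% DMSO | timing = dye loading 1 h 37 °C then 30 min ambient, 125 s read | detection = Fluo-8 calcium dye fluorescence, ex 470-495, em 515-575 nm | benchmarks = high control carbachol 87 µM, low control DMSO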
zfTRPN1 agonist = zebrafish TRPN1 channel agonists, primary screen, cell-based, HEK293, calcium fluorescence; AID 1424, 2008; activation, % at 3 µM; HEK293 zebrafish TRPN1-YFP, Fluo-8 calcium fluorescence; 100% = response to 87 µM carbachol; actives 0.18% (n = 220,000);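 active means activation above its plate's cutoff, the mean activation of test wells on that plate plus 3 SD, cut at about 19% in these data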;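 further: 0% = DMSO alone and 100% = 87 µM carbachol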
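Material – zebrafish TRPN1-YFP in HEK293 cells · Doses – 3 µM single point · Schedule – dye 1 h 37 °C plus 30 min RT · Signal – Fluo-8 calcium fluorescence, excitation 470-495 nm, emission 515-575 nm · Read-out – % activation versus carbachol response · Control set – carbachol high, DMSO low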
S1P4 antagonist = S1P4 receptor antagonists, primary screen, cell-based; S1P4-expressing cells, antagonist mode, reporter read-out; inhibition, % at 4.98 µM; actives 0.26% (n = 220,000); in the data active means inhibition above about 29%;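 further: 0% = wells stimulated with agonist and 100% = vehicle wells without agonist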
EP2 mod = EP2 receptor modulators, cAMP readout, primary screen, cell-based, HTRF cAMP, PGE2 stimulation | induction, % at 25 µM | actives 0.83% (n = 260,000) | EP2-expressing cells, cAMP HTRF FRET, PGE2 co-stimulation | Prostaglandin E2 receptor EP2 subtype (Homo sapiens), P43116 | AID 940, 2007;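 active means compounds whose cAMP rise, as percent of the full-agonist control response, exceeds 60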;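 further: rat C6 glioma line stably carrying human EP2 under a CMV promoter; the protocol text gives 20 µM as final concentration; 100% = response of wells given 1 µM PGE2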
* hit, by the source's call; . = no result given. No enrichment for hits; 6.5% or so of the library scored in one or more.

Start of the listing, in advance (two entries):
Molecule	NPY-Y2 PAM-ag	S1P4 ag	NPY Y1 blocker	CHOP inhibitor	NPY-Y1 PAM-ag	TRPML3 ag	zfTRPN1 agonist	S1P4 antagonist	EP2 mod
Cn1c2ccccc2c2cc(/C=C(\NC(=O)c3ccccc3)C(=O)NCC(=O)O)ccc21	11	-0.1	.	-16	-2	1.2	0.4	-6	22
Cc1nc2ccc(NC(=S)N3CCC(C)CC3)cc2nc1C	-16	-0.6	1	-3	-7	0.2	-0.9	12	-14

This part in full, from the first entry:
Molecule	NPY-Y2 PAM-ag	S1P4 ag	NPY Y1 blocker	CHOP inhibitor	NPY-Y1 PAM-ag	TRPML3 ag	zfTRPN1 agonist	S1P4 antagonist	EP2 mod
Cn1c2ccccc2c2cc(/C=C(\NC(=O)c3ccccc3)C(=O)NCC(=O)O)ccc21	11	-0.1	.	-16	-2	1.2	0.4	-6	22
Cc1nc2ccc(NC(=S)N3CCC(C)CC3)cc2nc1C	-16	-0.6	1	-3	-7	0.2	-0.9	12	-14
CC(OC(=O)C12CC3CC(CC(O)(C3)C1)C2)C(N)=O (stereo not drawn)	4	2.0	-5	-5	5	1.2	1.0	-4	24
O=C(Cn1cnc2c(cnn2-c2ccccc2)c1=O)Nc1ccc(S(=O)(=O)N2CCOCC2)cc1	8	0.9	0	14	-30	-0.1	1.0	-44	-27
CCOC(=O)C1=C(C)N(CCCCCC(=O)O)C(=O)NC1c1ccccc1Cl (stereo not drawn)	2	1.0	-5	-21	-4	0.4	0.8	9	21
Cc1sc2nc(COC(=O)c3ccc(N4CCCC4)c([N+](=O)[O-])c3)[nH]c(=O)c2c1C	19	-0.1	2	5	-10	0.0	0.7	-1	4
CCOc1ccccc1NC(=S)N1CCN(c2nc(-c3cccc(OC)c3)cs2)CC1	-5	1.3	3	12	2	0.2	-1.6	-8	-5
COc1ccc(-c2cc3ccccc3oc2=O)cc1NC(=O)c1ccc(Br)o1	-19	-3.9	8	68	-24	0.0	1.1	0	30

Carrying on.
Molecule	NPY-Y2 PAM-ag	S1P4 ag	NPY Y1 blocker	CHOP inhibitor	NPY-Y1 PAM-ag	TRPML3 ag	zfTRPN1 agonist	S1P4 antagonist	EP2 mod
Nc1ccc2nc3c(=O)[nH]c(=S)[nH]c3nc2c1	-2	-2.7	.	-1	-15	2.3	18	12	-22
COc1ccc(S(=O)(=O)N/N=C\c2ccc(OC)c(COc3ccc(C)cc3[N+](=O)[O-])c2)cc1	10	-0.3	-1	15	-16	-0.2	-0.4	-10	42
COc1ccc(NC(=S)N/C(=N/S(=O)(=O)c2ccc(C)cc2)c2ccccc2)cc1	10	0.8	-1	-9	-4	-1.1	0.1	-13	7
CCOc1ccc(NC(=O)CSc2ccc(-c3ccccn3)nn2)cc1	12	-1.5	3	22	-22	0.7	1.5	-11	18
CCC1CCCCN1C(=O)Cn1c(=O)n(CCC(=O)NCc2ccco2)c(=O)c2sccc21 (stereo not drawn)	-6	0.1	0	-23	12	-0.1	0.2	-11	20
Cc1ccc(OCCOCCN2CCCCC2)c([N+](=O)[O-])c1	7	-1.4	4	31	-3	0.6	1.3	1	-3
N#CCCN1CCN(Cn2c3ccccc3c3ccccc32)CC1	-4	-0.6	12	19	-6	-1.2	-0.4	6	0
COC(=O)Oc1cncc(C(=O)O)c1	5	1.7	0	-18	2	1.0	0.8	-14	-11

Next structures follow:
Molecule	NPY-Y2 PAM-ag	S1P4 ag	NPY Y1 blocker	CHOP inhibitor	NPY-Y1 PAM-ag	TRPML3 ag	zfTRPN1 agonist	S1P4 antagonist	EP2 mod
S=c1[nH]nc(-c2cccc(Cl)c2)n1/N=C/c1ccc(-c2ccccc2Br)o1	-1	-1.1	.	-7	-26	0.1	1.1	7	23
COc1ccc(Br)cc1CNC(=O)Cc1c(C(=O)O)[nH]c2ccc(Cl)cc12	-10	1.5	5	47	-18	-1.3	1.4	-2	-13
CCCOc1ccc(C(=O)N2CCCC2C(=O)O)cc1 (stereo not drawn)	9	-2.4	1	-22	-2	0.8	-0.2	-10	-28
C=CCNC(=O)/C(C#N)=C/c1c(N2CC(C)OC(C)C2)nc2ccccn2c1=O (stereo not drawn)	-8	2.5	0	-17	-4	1.3	-0.4	-16	5
CC(Oc1ccc(Cl)cc1Cl)C(=O)Nc1ccc(OCC(=O)O)cc1 (stereo not drawn)	-15	0.7	-5	-6	1	0.0	1.6	-3	-4
CCc1nnc(NC(=O)OCc2ccccc2)s1	-8	0.9	0	-12	-18	-1.8	-0.9	-3	41
O=C(CSc1ccc([N+](=O)[O-])cc1)Nc1cccc(S(=O)(=O)Nc2ccccc2F)c1	8	-0.6	-5	14	17	1.1	1.0	-10	-51
CCc1ccc(OCC(=O)O/N=C(\N)c2ccccn2)cc1	-12	-0.5	.	-10	-28	-0.5	-0.9	6	53

Continued:
Molecule	NPY-Y2 PAM-ag	S1P4 ag	NPY Y1 blocker	CHOP inhibitor	NPY-Y1 PAM-ag	TRPML3 ag	zfTRPN1 agonist	S1P4 antagonist	EP2 mod
Oc1[nH]c2ccccc2c1/C=N/c1nccs1	6	-1.1	-4	-1	-1	1.0	1.5	22	-20
CC1CC(C)CN(c2ccc(C(=O)NCc3ccc4c(c3)OCO4)cc2[N+](=O)[O-])C1 (stereo not drawn)	-1	-0.9	5	40	-41	0.1	0.1	-3	-5
COC(=O)c1ccc(-c2nc3ccc(C)cc3o2)cc1	3	-0.4	4	0	-8	1.2	1.4	-21	-14
CCOC(=O)c1cnc2cc(-c3ccc(Cl)cc3)nn2c1N	5	-0.6	1	-18	3	-0.1	1.9	-2	-12
CCN(CC)C(=O)N1CCN(S(=O)(=O)c2ccc(C)cc2)CC1	-13	2.5	5	24	-13	0.8	-0.6	-6	4
N#CC1=C(N)N(c2ccccc2)C(c2ccco2)C1(C#N)C#N (stereo not drawn)	-4	0.8	-2	8	-23	-0.2	-0.2	3	0
Cn1nc(C(F)(F)F)c(C(=O)Nc2ccc(C(F)(F)F)cc2)c1Cl	1	1.4	9	53	-11	1.6	0.9	1	-11
Cn1c(CCN2CCOCC2)nc2cc(NC(=O)COc3ccc(Cl)cc3)ccc21	14	2.4	1	-3	-12	2.4	5.4	16	-7

Additional results:
Molecule	NPY-Y2 PAM-ag	S1P4 ag	NPY Y1 blocker	CHOP inhibitor	NPY-Y1 PAM-ag	TRPML3 ag	zfTRPN1 agonist	S1P4 antagonist	EP2 mod
C=CCSc1nc(N)c2c(C)c(C)sc2n1	6	0.1	0	8	6	-0.6	-2.3	4	-24
O=C1/C(=C/c2cccnc2)SC(=S)N1c1ccc(O)cc1	15	-0.1	.	16	14	0.7	1.8	1	-32
O=C(c1cncc(Br)c1)N1CCN(c2ccc(N3CCOCC3)nn2)CC1	-2	-1.9	0	17	12	1.3	0.5	-15	8
COc1ccc2nc(C)cc(SCC(=O)NNC(=O)COc3ccccc3)c2c1	3	0.5	-5	-16	19	-0.4	0.4	-6	4
O=C(O)c1nccnc1C(=O)Nc1ccccc1N1CCOCC1	5	1.1	.	-1	-6	0.7	-1.5	-7	-13
c1ccc(-c2ccccc2-c2nc(-c3ccncc3)no2)cc1	-5	0.1	8	66	-23	-0.3	-0.2	-22	53
Cc1nc(Cl)c2oc3ccccc3c2n1	-11	0.6	3	-38	0	1.4	1.5	-9	24
O=c1nc(N2CCOCC2)ccn1-c1nc(-c2ccccc2)oc1-c1ccccc1	-2	2.3	-3	11	7	0.8	1.3	-20	10

Carrying on.
Molecule	NPY-Y2 PAM-ag	S1P4 ag	NPY Y1 blocker	CHOP inhibitor	NPY-Y1 PAM-ag	TRPML3 ag	zfTRPN1 agonist	S1P4 antagonist	EP2 mod
CCn1c(=O)c(C(=O)CN(C)Cc2ccc(F)cc2)c(N)n(Cc2ccccc2)c1=O	-12	-0.4	-2	8	5	0.8	1.0	-13	-29
Cc1cccc(C(=O)NC2CCN(CC(=O)Nc3ccc4c(c3)OCO4)CC2)c1	-2	-0.7	5	1	6	0.1	-0.3	-3	-67
CCCC(=O)N/C(N)=N/c1nc2ccccc2o1	-12	0.8	.	-20	15	0.4	2.0	11	-14
CC(/C=C\c1ccccc1)=C/C(=O)O	-34	0.2	.	-12	-40	0.1	1.3	-3	-8
CCc1ccc(C(O)(c2ccccc2OC)C(CN2CCOCC2)c2ccccc2)cc1 (stereo not drawn)	-14	1.9	8	-10	-21	-0.6	-0.7	7	31
Cn1c(=O)c2c(SCc3c(F)cccc3Cl)nc(CC(C)(C)C)nc2n(C)c1=O	3	1.2	-3	19	5	0.5	1.5	0	22
CSc1ncccc1C(=O)OCC(=O)N(C)C1CCS(=O)(=O)C1 (stereo not drawn)	3	-7.2	-6	23	-13	0.9	0.3	18	9
COc1cc2c(C(=O)O)c(C)n(CC(C)C)c2c2ccccc12	-19	-0.4	1	-7	-27	0.5	0.1	-30	59

Continued:
Molecule	NPY-Y2 PAM-ag	S1P4 ag	NPY Y1 blocker	CHOP inhibitor	NPY-Y1 PAM-ag	TRPML3 ag	zfTRPN1 agonist	S1P4 antagonist	EP2 mod
O=C1C2CCCN2C(c2ccc(Cl)cc2)N1c1nccs1 (stereo not drawn)	0	-0.9	-4	-62	-7	-0.2	-0.1	-28	14
OC1CCCN(Cc2c3ccccc3cc3ccccc23)C1 (stereo not drawn)	-18	15*	14	22	-30	0.0	-1.2	-11	41
CCn1c(SC(C)C(=O)O)nc2sc3c(c2c1=O)CCC3 (stereo not drawn)	-1	-2.0	-2	-3	-8	0.6	-0.2	-11	37
O=C1CN(c2nc(-c3ccccc3)c3cc(Cl)ccc3n2)c2ccccc2N1	-2	1.2	4	74*	-7	0.7	-0.4	1	11
Cc1nc(/C(=N/O)C(N)=O)cs1	3	-0.4	.	11	17	0.0	0.1	3	19
CCCCCN1C2=NCCN2c2ccccc21	-4	0.8	6	14	-24	0.8	-1.0	-11	6
